L929 necroptosis: blocks zVAD induced death of L929 cells | L929 zVAD necroptosis rescue, ATP luminescence, 24 h; with zVAD 60 µM | viability rescue, % at 10 µM | 220,000 tested, 0.38% active | AID 1377;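 active means activation, scaled between plate controls, above about 75%, limit read from the data; inactive means activation under that limit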;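 further: 0% = zVAD with DMSO and 100% = DMSO alone without zVAD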
KCC2 mod: modulators of human KCC2 chloride dependent transport | KCC2 cells, thallium flux FluoZin-2 fluorescence | B-score of Tl+ flux slope (higher = more flux/activation; lower = inhibition) at 10 µM | Q9H2X9 | 190,000 tested, 2.2% active;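 active means thallium flux slope and its plate-corrected score both differing from the plate sample mean at a set confidence after two filtering rounds, in either direction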;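 further: slope of fluorescence scaled to starting intensity during 10 to 20 s after thallium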
Rad51 HR inh: blocks human Rad51 in homologous recombination; Q06609; hRad51 DNA strand exchange, fluorescence dequenching; inhibition, % at 10 µM; 200,000 tested, 0.085% active;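 active means inhibition above 40% at the single screening dose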;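 further: 0% = DMSO control wells and 100% = blanks with heterologous ssDNA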
Target sequence (Q06609 whole entry, looked up): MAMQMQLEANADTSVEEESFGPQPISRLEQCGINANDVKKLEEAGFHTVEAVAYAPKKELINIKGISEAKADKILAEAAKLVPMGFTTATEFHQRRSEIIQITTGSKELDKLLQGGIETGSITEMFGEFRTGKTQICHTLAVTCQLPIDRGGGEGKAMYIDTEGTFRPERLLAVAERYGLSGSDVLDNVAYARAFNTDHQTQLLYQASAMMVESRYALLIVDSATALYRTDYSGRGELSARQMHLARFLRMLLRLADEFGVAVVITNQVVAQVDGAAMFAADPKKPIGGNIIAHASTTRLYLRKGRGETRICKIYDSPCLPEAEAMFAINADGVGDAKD
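Assay system: Human Rad51 nucleoprotein filaments preassembled on unlabelled ssDNA | Reagent: Donor/quencher-labelled 47-bp dsDNA substrate | Doses: One concentration, 10 µM final | Times: 37 °C 15-min filament assembly, 30-min compound preincubation, 15-min exchange | Technique: Fluorescein emission 520 nm, excitation 485 nm | Benchmarks: Plate control and blank wells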
FXIIa inh: factor XIIa (human) inhibition. AID 800. 220,000 tested, 0.3% active. inhibition, % at 5 µM. P00748. purified FXIIa, Boc-QGR-AMC fluorogenic substrate, 2 h; in the data active means inhibition above about 40%;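 further: 0% = enzyme with no compound and 100% = blank without enzyme; many of its hits are not listed in these tables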
hK5 inh: blocks human kallikrein 5 protease activity; Q9Y337; recombinant hK5, fluorogenic AMC substrate cleavage; inhibition, % at 5 µM; 210,000 tested, 0.59% active; AID 873;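 active means inhibition of 40% or more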;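 further: 0% = enzyme controls without compound and 100% = no-enzyme blanks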
TNF necrop inh: TNF-alpha cell death inhibition in Jurkat FADD-/- cells; Jurkat FADD-/- TNF necroptosis rescue, ATP luminescence, 24 h; 0 = TNF only, 100 = no-TNF cells; activation (protection from cell death), % at 10 µM; 220,000 tested, 0.068% active;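 active means activation, meaning protection from cell death, of at least 50% relative to plate controls; inactive means activation below 50%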;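 further: necroptosis triggered by 40 ng/mL TNF-alpha added together with compound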
Hck Nef HTS: human Hck-Nef kinase inhibition. Recombinant Hck-YEEI plus Nef, Z-Lyte FRET kinase assay. 220,000 tested, 0.68% active. inhibition, % at 20 µM. AID 463187. P08631;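 active means Hck-Nef kinase inhibition above about 50%, limit read from the data; inactive means inhibition below that limit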;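 further: 0% = DMSO with Hck plus Nef and 100% = Hck alone without Nef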
FXIa inh: blocks human coagulation factor XIa protease activity; purified FXIa, Boc-Glu-Ala-Arg-AMC fluorogenic substrate; inhibition, % at 5 µM; 220,000 tested, 0.14% active;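 active means inhibition of at least 40%; inactive means inhibition below 40%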;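 further: fluorescence of freed AMC excited at 355 nm; 0% = enzyme without compound and 100% = no enzyme blank; many of its hits are not listed in these tables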
Target sequence (P03951 19-387 limits assumed): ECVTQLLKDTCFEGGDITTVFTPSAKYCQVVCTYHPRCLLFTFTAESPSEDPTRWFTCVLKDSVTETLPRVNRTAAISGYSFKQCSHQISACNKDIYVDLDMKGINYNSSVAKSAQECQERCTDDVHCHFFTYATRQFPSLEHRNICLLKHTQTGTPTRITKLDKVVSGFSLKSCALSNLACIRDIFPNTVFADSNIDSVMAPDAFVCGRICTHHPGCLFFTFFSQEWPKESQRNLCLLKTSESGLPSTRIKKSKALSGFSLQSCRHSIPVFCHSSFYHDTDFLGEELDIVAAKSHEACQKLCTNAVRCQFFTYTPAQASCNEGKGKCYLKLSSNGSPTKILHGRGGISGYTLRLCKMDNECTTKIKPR
Target sequence (P03951 388-625 limits assumed): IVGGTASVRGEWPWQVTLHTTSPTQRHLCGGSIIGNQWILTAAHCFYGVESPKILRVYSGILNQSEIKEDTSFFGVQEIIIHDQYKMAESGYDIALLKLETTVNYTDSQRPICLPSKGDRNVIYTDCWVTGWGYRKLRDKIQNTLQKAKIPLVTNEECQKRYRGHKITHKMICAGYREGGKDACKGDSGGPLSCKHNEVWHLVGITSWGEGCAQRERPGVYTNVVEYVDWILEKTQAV
Thrombin inh: inhibitors of human thrombin | alpha-thrombin, Boc-VPR-AMC fluorogenic substrate cleavage | 220,000 tested, 0.26% active | inhibition, % at 5 µM;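 active means inhibition at or above 40%; inactive means inhibition below 40%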;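 further: 0% = enzyme with no compound and 100% = wells without enzyme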
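Test system: human alpha-thrombin protein / Dosing: one concentration per compound, 5 µM, with 0.2% DMSO / Medium: pH 7.5 Tris-saline with Tween 20 / Benchmarks: no-compound enzyme wells and no-enzyme blanks / Read-out basis: percent inhibition of thrombin substrate cleavage / Timing: reaction at room temperature / Measured by: fluorescence, ex 355 nm, em 460 nm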
* marks the source's active call; other numbers are inactive results. A portion of the library (hit frequency here may not be typical).

What do the screens show for `Cc1cc(N2CCCC2=O)cc(C)c1S(=O)(=O)Nc1c(C)nn(C)c1C`?
L929 necroptosis: -0.8; KCC2 mod: 0.21; FXIIa inh: 12.6; hK5 inh: -0.1; TNF necrop inh: -0.4; Hck Nef HTS: 8.3; FXIa inh: 5.9; Thrombin inh: 4.2

Results for CN(c1ccccc1)S(=O)(=O)c1ccc(C(=O)NCC2CCCO2)cc1 (stereo not drawn) ?
L929 necroptosis: -0.5; KCC2 mod: 0.572; Rad51 HR inh: -0.6; FXIIa inh: -0.7; hK5 inh: -3.1; TNF necrop inh: -1.2; Hck Nef HTS: -16.6; FXIa inh: -7.1; Thrombin inh: 0.7

What do the screens show for `COc1ccc(C(=O)NC(=S)N2CCN(c3ccc([N+](=O)[O-])cc3)CC2)cc1`?
L929 necroptosis: 0.1; KCC2 mod: 4.11*; Rad51 HR inh: 3.2; FXIIa inh: 5.6; hK5 inh: -1.8; TNF necrop inh: 1.8; Hck Nef HTS: 3.5; FXIa inh: -5.3; Thrombin inh: -6.5

What do the screens show for `Cc1cccc(NC(=O)CSc2nc3[nH]ncc3c(=O)[nH]2)c1C`?
L929 necroptosis: 0.4; KCC2 mod: -0.233; Rad51 HR inh: 2.3; FXIIa inh: 18.8; hK5 inh: 3.3; TNF necrop inh: 1.7; Hck Nef HTS: 3.4; FXIa inh: 5.8; Thrombin inh: -5.7

Results for COCCCNC(=O)C1CC(=O)N(Cc2ccc(OC)cc2)C1 (stereo not drawn) ?
L929 necroptosis: 0.3; Rad51 HR inh: 11.6; FXIIa inh: -2.5; hK5 inh: 3.0; TNF necrop inh: -3.6; Hck Nef HTS: 1.6; FXIa inh: 6.3; Thrombin inh: 1.4

What do the screens show for `COc1ccc(OC)c(C(=O)c2ccc(C(=O)N3CCN(Cc4csc(C)n4)CC3)cc2)c1`?
L929 necroptosis: -1.4; KCC2 mod: 0.0181; Rad51 HR inh: -6.1; FXIIa inh: 7.5; hK5 inh: 13.3; TNF necrop inh: 1.2; Hck Nef HTS: 18.4; FXIa inh: 1.4; Thrombin inh: 4.5

What do the screens show for `Cc1ccc(C(=O)N/N=C/C2=Cc3ccccc3OC2C)cc1` (stereo not drawn)?
L929 necroptosis: 3.1; KCC2 mod: 1.38; FXIIa inh: -0.2; hK5 inh: -12.5; TNF necrop inh: -0.1; Hck Nef HTS: 4.9; FXIa inh: -0.1; Thrombin inh: -6.5

What do the screens show for `O=C(c1ccccc1)c1ccc(OCC(O)CN2CCCCC2)cc1` (stereo not drawn)?
L929 necroptosis: 0.6; Rad51 HR inh: -2.3; FXIIa inh: 18.1; hK5 inh: 5.3; TNF necrop inh: -0.6; Hck Nef HTS: -1.1; FXIa inh: 9.0; Thrombin inh: 1.5

Results for Cc1sc(N/N=C/c2cccnc2)nc1-c1ccccc1 ?
L929 necroptosis: -0.1; Rad51 HR inh: 1.1; FXIIa inh: 17.0; hK5 inh: 1.3; TNF necrop inh: -11.0; Hck Nef HTS: -0.8; FXIa inh: 1.6; Thrombin inh: 0.5

How did Cc1cccc(CSc2ncnc3ccccc23)c1 do in these assays?
L929 necroptosis: -0.5; KCC2 mod: 0.167; Rad51 HR inh: -3.4; FXIIa inh: 10.7; hK5 inh: -7.8; TNF necrop inh: -1.1; Hck Nef HTS: 16.2; FXIa inh: -3.8; Thrombin inh: -7.2

How did CC(=O)NS(=O)(=O)c1ccc(NC(=O)c2cc(-c3cccs3)nc3ccccc23)cc1 do in these assays?
L929 necroptosis: -0.2; KCC2 mod: 1.13; Rad51 HR inh: 11.5; FXIIa inh: 17.5; hK5 inh: -10.1; TNF necrop inh: 0.2; Hck Nef HTS: 0.1; FXIa inh: 2.9; Thrombin inh: -2.9

What do the screens show for `Cc1ccc(N2CCN(CCc3nc4cc(NS(C)(=O)=O)ccc4n3C)CC2)cc1`?
L929 necroptosis: 0.7; Rad51 HR inh: -3.0; FXIIa inh: 5.0; hK5 inh: -20.6; TNF necrop inh: -0.9; Hck Nef HTS: 1.8; FXIa inh: -6.6; Thrombin inh: 3.6

Results for CCOC(=O)N1CCN(Cc2ccccc2F)CC1 ?
L929 necroptosis: -0.2; KCC2 mod: 2.05; Rad51 HR inh: 2.3; FXIIa inh: 5.7; hK5 inh: -7.4; TNF necrop inh: -1.8; Hck Nef HTS: 0.0; FXIa inh: 3.3; Thrombin inh: -1.6

What do the screens show for `CCOC(=O)C1=NN(C(C)=O)C2(CC(=O)N(c3cccc(C)c3)C2=O)C1` (stereo not drawn)?
L929 necroptosis: 1.0; KCC2 mod: -0.0415; Rad51 HR inh: -8.0; FXIIa inh: 4.4; hK5 inh: -3.8; TNF necrop inh: 1.3; Hck Nef HTS: 3.6; FXIa inh: 8.8; Thrombin inh: -4.9

Results for CCCN(Cc1ccccc1)C(=S)NC(=O)c1ccccc1[N+](=O)[O-] ?
L929 necroptosis: 0.0; KCC2 mod: 69.5*; Rad51 HR inh: 1.8; FXIIa inh: 0.5; hK5 inh: -3.8; TNF necrop inh: -0.2; Hck Nef HTS: 18.7; FXIa inh: -5.8; Thrombin inh: -7.5

How did COc1ccc(C(C(=O)NC2CCCC2)N(C(=O)c2snc(-c3ccc(F)cc3)c2N)c2cccc(F)c2)cc1 (stereo not drawn) do in these assays?
L929 necroptosis: 0.8; Rad51 HR inh: -5.2; FXIIa inh: 16.2; hK5 inh: 6.8; TNF necrop inh: -0.5; Hck Nef HTS: -0.5; FXIa inh: 3.0; Thrombin inh: -0.1

How did Cc1ccc2c(c1)C(=O)c1ccccc1CS2=O (stereo not drawn) do in these assays?
L929 necroptosis: 0.1; KCC2 mod: -0.255; Rad51 HR inh: 4.6; FXIIa inh: 11.8; hK5 inh: -12.7; TNF necrop inh: 0.9; Hck Nef HTS: 2.2; FXIa inh: 7.2; Thrombin inh: -6.6

How did O=C1c2ccccc2C(=O)C1c1ccccn1 do in these assays?
L929 necroptosis: 66.9; KCC2 mod: 0.971; Rad51 HR inh: 10.4; FXIIa inh: 4.2; hK5 inh: -1.3; TNF necrop inh: 6.5; Hck Nef HTS: 43.3; FXIa inh: -0.3; Thrombin inh: -2.9

Results for CCCCCOc1ccc(C(=O)NC(CCC)C(=O)O)cc1 (stereo not drawn) ?
L929 necroptosis: 1.0; Rad51 HR inh: -2.0; FXIIa inh: 0.6; hK5 inh: -4.5; TNF necrop inh: -0.8; Hck Nef HTS: -0.3; FXIa inh: -5.7; Thrombin inh: -3.9

What do the screens show for `CCc1nnc(NC(=O)C(CC)c2ccccc2)s1` (stereo not drawn)?
L929 necroptosis: 0.8; KCC2 mod: -1.51; FXIIa inh: 0.2; hK5 inh: -16.1; TNF necrop inh: 5.8; Hck Nef HTS: -2.6; FXIa inh: -3.0; Thrombin inh: -9.7

Results for COC(=O)c1c(N2C(=O)[C@H]3[C@@H](C2=O)[C@]2(C(=O)Nc4c2ccc(C)c4C)N2CCC[C@@H]32)sc(C)c1C ?
L929 necroptosis: -0.5; KCC2 mod: 0.674; Rad51 HR inh: 40.8*; FXIIa inh: 6.3; hK5 inh: -1.2; TNF necrop inh: -2.1; Hck Nef HTS: 0.2; FXIa inh: 21.4; Thrombin inh: 6.1

Results for Cc1cccc(N(Cc2cc3ccccc3[nH]c2=O)S(C)(=O)=O)c1 ?
L929 necroptosis: 1.6; KCC2 mod: 0.0626; Rad51 HR inh: 1.6; FXIIa inh: 4.4; hK5 inh: -1.0; TNF necrop inh: -0.2; Hck Nef HTS: 16.3; FXIa inh: 3.9; Thrombin inh: 0.5

How did COc1ccccc1NC(=O)NC(N)=O do in these assays?
L929 necroptosis: -0.3; KCC2 mod: 0.837; Rad51 HR inh: -3.4; FXIIa inh: 11.4; hK5 inh: 5.5; TNF necrop inh: -1.9; Hck Nef HTS: 0.8; FXIa inh: 6.7; Thrombin inh: 1.6

What do the screens show for `N/C(=N\OC(=O)CCN1C(=O)c2ccccc2C1=O)c1ccccn1`?
L929 necroptosis: 0.7; KCC2 mod: 0.885; Rad51 HR inh: -6.3; FXIIa inh: 3.8; hK5 inh: -1.4; TNF necrop inh: 0.3; Hck Nef HTS: 0.2; FXIa inh: -0.1; Thrombin inh: -2.7

Next section, overlapping the part above by 2 compounds.
How did COc1ccccc1NC(=O)NC(N)=O do in these assays?
L929 necroptosis: -0.3; KCC2 mod: 0.837; Rad51 HR inh: -3.4; FXIIa inh: 11.4; hK5 inh: 5.5; TNF necrop inh: -1.9; Hck Nef HTS: 0.8; FXIa inh: 6.7; Thrombin inh: 1.6

What do the screens show for `N/C(=N\OC(=O)CCN1C(=O)c2ccccc2C1=O)c1ccccn1`?
L929 necroptosis: 0.7; KCC2 mod: 0.885; Rad51 HR inh: -6.3; FXIIa inh: 3.8; hK5 inh: -1.4; TNF necrop inh: 0.3; Hck Nef HTS: 0.2; FXIa inh: -0.1; Thrombin inh: -2.7

How did CCOC(=O)c1cc(-c2ccc(OC)cc2)n(CCC(=O)NC2CCN(Cc3ccccc3)CC2)c1C do in these assays?
L929 necroptosis: -0.8; KCC2 mod: -0.209; Rad51 HR inh: 5.3; FXIIa inh: 2.6; hK5 inh: -8.0; TNF necrop inh: -0.9; Hck Nef HTS: 16.6; FXIa inh: -4.6; Thrombin inh: -10.6

Results for COc1cc(C(=O)N2CCN(C(=O)Cc3ccccc3)CC2)cc(OC)c1OC ?
L929 necroptosis: -0.2; KCC2 mod: -0.297; Rad51 HR inh: 1.6; FXIIa inh: 18.4; hK5 inh: 4.1; TNF necrop inh: 1.7; Hck Nef HTS: 1.4; FXIa inh: -8.0; Thrombin inh: 2.4

Results for CC(C)(C)c1ccc(S(=O)(=O)N2CCCCC2C(=O)NCc2ccccn2)cc1 (stereo not drawn) ?
Rad51 HR inh: -1.6; FXIIa inh: 12.8; hK5 inh: -7.1; FXIa inh: 6.4; Thrombin inh: 0.6

Results for O=C1CCCC2=C1C1(CCCC1)N=C(Nc1nc3ccccc3s1)N2 ?
L929 necroptosis: 0.5; KCC2 mod: -1.06; Rad51 HR inh: 2.1; FXIIa inh: 22.0; hK5 inh: -28.8; TNF necrop inh: 0.7; Hck Nef HTS: -10.6; FXIa inh: 8.0; Thrombin inh: 2.2

What do the screens show for `CC1(C)SC[C@H](C(=O)Nc2cccc(Cl)c2)N1C=O`?
L929 necroptosis: 1.1; KCC2 mod: 0.597; Rad51 HR inh: 14.2; FXIIa inh: -4.5; hK5 inh: -2.2; TNF necrop inh: 3.1; Hck Nef HTS: 9.3; FXIa inh: -4.9; Thrombin inh: -7.2

How did CN(C)c1ccc(CN2CCC(C(N)=O)CC2)cc1 do in these assays?
L929 necroptosis: -0.4; KCC2 mod: 0.0513; Rad51 HR inh: -33.6; FXIIa inh: 5.9; hK5 inh: -6.8; TNF necrop inh: -0.1; Hck Nef HTS: -13.2; FXIa inh: -1.9; Thrombin inh: 5.4

What do the screens show for `O=S(=O)(Nc1nc2ccccc2nc1Nc1ccc2c(c1)OCO2)c1ccccc1`?
L929 necroptosis: 1.3; KCC2 mod: -0.424; Rad51 HR inh: 13.7; FXIIa inh: 2.9; hK5 inh: -13.1; TNF necrop inh: -0.6; Hck Nef HTS: 2.0; FXIa inh: 13.0; Thrombin inh: -2.4

How did CN(C)S(=O)(=O)c1cccc(NC(=O)COC(=O)CCSc2ccc(Cl)cc2)c1 do in these assays?
L929 necroptosis: 1.5; KCC2 mod: 0.681; Rad51 HR inh: -1.2; FXIIa inh: -1.2; hK5 inh: -3.6; TNF necrop inh: 1.4; Hck Nef HTS: 1.3; FXIa inh: -4.0; Thrombin inh: -7.0
